Screens: PubChem BioAssay, National Center for Advancing Translational Sciences (NCATS)
Shiga toxin inh: Shiga toxin inhibition; Vero cells, Shiga toxin protein synthesis inhibition reporter; inhibition, % at 38.7 µM; hit rate 9.2% among 290,000; in the data active = inhibition mostly above about 28%, no sharp cut-off; inactive = mostly below about 43%; note: 0% is about no effect
AmpC detergent: blocks E. coli AmpC beta-lactamase in detergent assay; AID 485294; AmpC hydrolysis of nitrocefin, absorbance 480 nm, 0.01% Triton; P00811; hit rate 0.041% among 370,000; Potency, µM (titrated, usually from 114 µM), without a hit: at the highest dose activity change, negative = inhibition, most hits filed as inhibitors;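 note: potency is the fitted concentration of half-maximal effect; 0% = no-compound wells and -100% = no-enzyme wells; nearly all actives have a fitted effect of over 25% in size; some results filed as inactive show a strong effect at the top dose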
Target sequence (P00811 whole entry, looked up): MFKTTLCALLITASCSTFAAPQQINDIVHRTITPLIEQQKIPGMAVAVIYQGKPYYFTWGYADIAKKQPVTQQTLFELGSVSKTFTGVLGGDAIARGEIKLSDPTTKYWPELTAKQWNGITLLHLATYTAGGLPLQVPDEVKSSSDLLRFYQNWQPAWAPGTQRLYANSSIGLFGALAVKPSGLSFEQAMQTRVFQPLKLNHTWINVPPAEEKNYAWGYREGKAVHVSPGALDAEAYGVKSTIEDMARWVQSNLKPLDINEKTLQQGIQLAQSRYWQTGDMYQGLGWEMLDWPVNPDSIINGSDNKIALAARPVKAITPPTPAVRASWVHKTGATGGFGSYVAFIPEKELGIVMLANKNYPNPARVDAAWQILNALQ
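AmpC (5.3 nM in the dispensed reagent) in 20 mM phosphate pH 7.0 with 0.01% (detergent screen) or 0.0001% Triton X-100 was preincubated with compounds for 15 min at room temperature. Nitrocefin was then added from an 800 uM solution, and hydrolysis was followed at 480 nm.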
HCMV antiviral: inhibitors of human cytomegalovirus; activity change, negative = inhibition, % at 57.5 µM; hit rate 4.5% among 410,000; AID 1259415; HFF cells, HCMV-luciferase reporter, 72 h; stronger effect = lower value; in the data active = activity change below about -60%; inconclusive = no clear call, values can overlap the other calls; inactive = above about -39%; note: % is set by controls: 0 for no effect and ±100 for the full control effect
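Luciferase read-out from HCMV-luciferase-infected HFFs (MOI 1 PFU/cell) 72 h post infection at 37C; compounds added after 16 h cell attachment; activity normalized between buffer-only basal and Salinomycin (10uM) inhibitor controls.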
Cycloheximide cs: counter-screen for Shiga toxin inhibitors: cycloheximide protein synthesis inhibition; cell reporter, cycloheximide protein synthesis inhibition counterscreen; max response, %; hit rate 12% among 300,000; in the data active = max response mostly above about 13%, no sharp cut-off; inactive = mostly below about 14%; note: read at 38.3 µM for the half of the compounds with a filed dose; 0% is about no effect
Giardia FBPA inh: blocks Giardia fructose-bisphosphate aldolase activity. AID 2451. hit rate 0.71% among 290,000. A8B2U2. Potency, µM (titrated, usually from 59.6 µM), for inactives: at the top dose activity, negative = inhibition, actives largely listed as inhibitors. purified Giardia FBPA; note: potency is the fitted concentration of half-maximal effect; % is set by controls: 0 for no effect and ±100 for the full control effect; nearly all actives have a fitted effect of over 55% in size
Target sequence (A8B2U2 whole entry, looked up): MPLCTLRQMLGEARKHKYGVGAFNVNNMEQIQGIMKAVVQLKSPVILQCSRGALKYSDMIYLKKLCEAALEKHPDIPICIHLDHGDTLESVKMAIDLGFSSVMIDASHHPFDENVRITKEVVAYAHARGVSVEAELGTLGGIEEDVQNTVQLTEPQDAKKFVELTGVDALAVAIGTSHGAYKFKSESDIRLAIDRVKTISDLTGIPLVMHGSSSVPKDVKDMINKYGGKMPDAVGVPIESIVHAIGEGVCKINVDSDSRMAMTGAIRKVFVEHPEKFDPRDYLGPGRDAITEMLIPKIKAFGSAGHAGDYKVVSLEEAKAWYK
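40 nM FBPA preincubated 10 min at RT with compound (up to 57.5 uM final), then substrate plus GAPDH/TPI/NAD/arsenate coupling and diaphorase/resazurin added. Fluorescence read after 20 min at RT, 525/598 nm.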
AmpC no deterg: inhibitors of E. coli AmpC beta-lactamase without detergent. AID 485341. AmpC nitrocefin hydrolysis, absorbance 480 nm, 0.0001% Triton. hit rate 0.52% among 330,000. Potency, µM (titrated, usually from 57.1 µM), inactives show at the top dose activity change, negative = inhibition, most hits filed as inhibitors;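 note: potency is the fitted concentration of half-maximal effect; plate controls were no compound for no effect and no enzyme for full effect; nearly all actives have a fitted effect of over 20% in size; some results filed as inactive show a strong effect at the top dose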
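AmpC (5.3 nM in the dispensed reagent) in 20 mM phosphate pH 7.0 with 0.01% (detergent screen) or 0.0001% Triton X-100 was preincubated with compounds for 15 min at room temperature. Nitrocefin was then added from an 800 uM solution, and hydrolysis was followed at 480 nm.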
AMA1 RON2 block: AMA1-RON2 (P. falciparum) interaction inhibition; AlphaScreen AMA1-biotinylated RON2 peptide binding; Potency, µM (top dose mostly 58.2 µM), without a hit: at the highest dose activity change, negative = inhibition, actives largely listed as inhibitors; hit rate 0.2% among 360,000; AID 720542;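 note: potency is the fitted concentration of half-maximal effect; 0% = vehicle wells and -100% = peptide control; nearly all actives have a fitted effect of over 45% in size; some results filed as inactive show a strong effect at the top dose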
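AMA1 (3D7) with his tag at 25 nM final met compounds first, then biotinylated RON2 peptide at 25 nM; detection used donor plus acceptor beads, 10 µg/mL apiece, read by AlphaScreen after 30 min at room temperature.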
* marks the source's active call; other numbers are inactive results; i = inactive; ? = inconclusive; nt = not tested or not shown; & = joins results of further samples; ! = repeats disagree; [ ] = remark or other dose. Unless noted, calls come from the whole dose curve; as a rule, active = well fitted curve in the direction sought with a large enough effect; inconclusive = small, poorly fitted or top-dose-only effect, or another doubt; inactive = no such curve, though single readings can be large; an effect the other way counts as inactive or inconclusive.

Order of results – Cycloheximide cs | Shiga toxin inh | AmpC no deterg | AMA1 RON2 block | Giardia FBPA inh | HCMV antiviral | AmpC detergent
CCOc1ccc(NCc2cccn2-c2nnc(N3CCC(C(=O)NCCCN4CCCCC4C)CC3)s2)cc1 (stereo not drawn)
  9 | 2 | 203%[activator] | -12% | -6% | -66* | ?
O=S(=O)(c1ccc(Cl)cc1)N1CCN(c2ncccn2)CC1
  -1 | -7 | -9% | -3% | 5% | 15 | 3%
COc1ccc(CNC(=O)CCOc2ccc(C(C)(C)C)cc2)cc1
  -3 | 11 | -1% | 11% | 0% | 38 | -4%
O=C(CSc1nc2ccccc2s1)Nc1ccc(N2CCOCC2)c(Cl)c1
  1 | 12 | -15% | -11% | -6% | 34 | -4%
CCCC1(C)SC(NC(C)=O)=NN1C(C)=O (stereo not drawn)
  -4 | -9 | -4% | -27% | 8% | 21 | ?
O=S(=O)(c1ccc(Br)s1)N1CCNCC1
  2 | 18 | -6% | 23% | 6% | -22 | 3%
O=C(OCC(=O)N1CCc2ccccc2C1)c1cc(=O)[nH]c2ccccc12
  33* | 59* | -3% | -2% | 0% | -1 | -7%
COc1ccc2oc(=O)c(C(=O)NCc3cccnc3)cc2c1
  3 | 9 | 6% | 10% | -3% | -20 | -11%
CC(C)Cn1c(N)c(C(=O)COC(=O)c2ccc(O)cc2)c(=O)n(C)c1=O
  -6 | 18 | -5% | -4% | -7% | -36 | 2%
COc1ccc(NC(=O)COc2nsnc2N2CCOCC2)c(OC)c1
  6 | -6 | 5% | -1% | nt | -18 | 0%
COC(=O)C1=C(C(=O)OC)[C@@H]2N(C)c3ccccc3[C@@]23C[C@@H](C(=O)OC)N(C(=O)C2CCC2)C3=N1
  -3 | -4 | 164%[activator] | -23% | 2%[12.9 µM] | 6 | 0%
CCN1CCN(C(c2cccs2)C(C)NC(=O)c2c(F)cccc2F)CC1 (stereo not drawn)
  -2 | -9 | -10% | 7% | 0% | -4 | -6%
Cc1cc(C)nc(N/N=C/c2cccc3ccccc23)n1
  47* | 15 | -23% | 23% | -30% | 0 | -5%
Cc1ccc2[nH]c(=O)c(CN(C)S(=O)(=O)c3cccc4nonc34)cc2c1
  -11 | -5 | -7% | -11% | nt | ? | -2%
O=C(CSc1nnc(-c2ccccc2)n1Cc1ccccc1)NC1CC1
  0 | -3 | -1% | 2% | 1% | 28 | -2%
CC(=O)NCCc1nc2cc(NC(=O)c3ccc(F)cc3)ccc2n1C
  54* | 44* | -3% | -4% | -3% | 170 | -12%
COc1ccc2c(c1)CC/C(=C\Nc1ccc3c(c1)OCO3)C2=O
  77* | 38 | 10µM* | -4% | 7.9µM* | -8 | -8%
Cc1cnc(CN2CCc3c([nH]c4ccccc34)C2CC(C)C)[nH]1 (stereo not drawn)
  1 | -20 | 26% | 6% | -3% | 29 | -11%
C/C(=N\NC(=O)Cn1nc(C)cc1C)c1ccc([N+](=O)[O-])cc1
  1 | -9 | -1% | 25% | 4% | 2 | -7%
Cc1noc(C(=O)Nc2ccc(Cl)cc2)c1Cl
  -3 | -3 | -5% | nt | -5% | nt | -1%

Looked up by structure from the entries so far:
Order of results – Cycloheximide cs | Shiga toxin inh | AmpC no deterg | AMA1 RON2 block | Giardia FBPA inh | HCMV antiviral | AmpC detergent
COc1ccc(NC(=O)COc2nsnc2N2CCOCC2)c(OC)c1
  6 | -6 | 5% | -1% | nt | -18 | 0%
O=C(CSc1nc2ccccc2s1)Nc1ccc(N2CCOCC2)c(Cl)c1
  1 | 12 | -15% | -11% | -6% | 34 | -4%

More records follow.
Order of results – Cycloheximide cs | Shiga toxin inh | AmpC no deterg | AMA1 RON2 block | Giardia FBPA inh | HCMV antiviral | AmpC detergent
COc1ccccc1CNC(=O)C(C)c1ccc([N+](=O)[O-])cc1 (stereo not drawn)
  -1 | 7 | -26% | -6% | 4% | -25 | ?
COc1cc(C(=O)NC(=S)Nc2ccc(N3CCCC3)cc2)cc(OC)c1OC
  -1 | 12 | 5% | -15% | -12% | -6 | ?
Cc1ccc(C(=O)N[C@H](C(=O)OCc2cc(=O)n3c(n2)sc2ccccc23)C(C)C)cc1
  4 | 10 | -24% | 10% | 0% | 35 | -1%
CC(C)CC(=O)/C(=C\c1ccc(Cl)cc1Cl)n1cncn1
  -11 | -20 | -8% | -13% | -1% | nt | -3%
N#Cc1c2n(c3c(=O)n(CC(=O)c4ccc(Br)cc4)cnc13)CCCC2
  -2 | -5 | 10% | 0% | -5% | 7 | -20%
CCn1c(SCc2cccnc2)nc2c1c(=O)n(C)c(=O)n2C
  -3 | -9 | -10% | -12% | 3% | -7 | -11%
COc1ccc(-n2nc(C(=O)NCC(=O)NCCC3=CCCCC3)c3ccccc3c2=O)cc1
  5 | 2 | 24% | -19% | 6% | 27 | ?
Cc1cc2oc(=O)cc(-c3ccccc3)c2c(C)c1/C=C/c1ccc(F)cc1
  12 | i | nt | nt | 1%[89.2 µM] | nt | nt
O=C1COc2ccc(S(=O)(=O)CCC(=O)NC3CCCCC3)cc2N1
  6 | -2 | -16% | 6% | nt | -33 | 1%
CN1C(=O)c2c(sc3c2CC(C)(C)SC3)N2CCN=C12
  -4 | -19 | 117%[activator] | -20% | -12% | -5 | 7%
Cc1ccc2oc(C(=O)N3CCN(CCO)CC3)c(C)c2c1
  10 | 3 | -2% | 8% | 17% | 62 | -7%
N[C@@]1(C(=O)O)CC[C@@H](C(=O)O)C1
  nt | nt | -5% | -10% | 0% | 23 | -11%
Cc1ccc(/C(N)=N/OC(=O)COc2ccc(Cl)c(C)c2)cc1
  -3 | 21 | -12% | -2% | -2% | ? | -8%
O=S1(=O)[C@H]2C[C@@H]3C=C[C@@]2(CN1Cc1ccc(F)cc1)O3
  -1 | 7 | -8% | 6% | -2% | -12 | 1%
CC(NC(=O)Cc1ccsc1)c1ccc(F)cc1 (stereo not drawn)
  -2 | -5 | -8% | 2% | 9% | 14 | ?
CCc1ccc(Nc2cc(C)nc3ncnn23)cc1
  -2 | nt | -23% | 0% | -4% | 77 | -12%
COc1ccc(C2C3C(=O)N(Cc4ccccc4)C(=O)C3ON2c2ccccc2)c(OC)c1OC (stereo not drawn)
  2 | 25 | 10% | -5% | -4% | 5 | -9%
Cc1cnc(CN(C)C(=O)CC2C(=O)NCCN2Cc2cccc(F)c2F)[nH]1 (stereo not drawn)
  3 | -27 | -1% | 14% | nt | 82 | 3%
COC(=O)c1ccc(CSc2ccc3nnc(-c4cccnc4)n3n2)o1
  -2 | -8 | -7% | nt | 9% | nt | ?
CN(C)C(=S)Nc1ccc(Cc2ccncc2)cc1
  5 | -17 | -12% | -4% | -13% | 38 | -6%
COc1cccc(CNC(=O)COC(=O)CCCNC(=O)c2ccc(Cl)cc2)c1
  nt | nt | 8% | 20% | nt | -36 | -9%
CC1(c2nnc(Cc3ccccc3)o2)CC(c2ccccc2[N+](=O)[O-])=NO1 (stereo not drawn)
  nt | nt | -20% | -1% | nt | nt | ?
Cc1ccc(-c2noc(CCC(=O)NCCN3CCc4ccccc4C3)n2)cc1
  17 | 24 | 101%[activator] | -5% | ? | 4 | -9%
CCN1C(=O)C(CC(=O)Nc2ccc(F)cc2)N(Cc2cccs2)C1=S (stereo not drawn)
  -6 | 3 | 9% | 11% | -7% | ? | 6%
Cc1cccc(NC(=O)c2cc(S(=O)(=O)N(C)c3ccc(F)cc3)ccc2Cl)n1
  nt | nt | -4% | -1% | nt | -28 | -11%
CCn1cc(C(=O)NCC(OC)OC)c(=O)c2cc(S(=O)(=O)N3CCC(C)CC3)ccc21
  9 | -7 | 138%[activator] | -3% | -1% | 0 | -7%
O=C(O)COc1ccccc1/C=N/NC(=O)C(O)c1ccccc1 (stereo not drawn)
  -2 | -6 | 1% | -8% | -8% | 19 | -5%
CN(C)CCCN(C(=O)CCc1ccccc1)c1nc2c(F)cccc2s1
  -5 | -12 | 120%[activator] | -28% | -11% | ? | 3%
Cc1ccc2[nH]cc(S(=O)(=O)c3ccc(C)c(C)c3)c(=O)c2c1
  -3 | 15 | -25% | 15% | -10% | -17&4 | 1%&-4%
CC(C)CN1CCN(Cc2cc(F)ccc2-n2cccn2)CC1CCO (stereo not drawn)
  -2 | -7 | -12% | 0% | 1% | 12 | -6%
C=CCc1cccc2cc(C(=O)NCCOC)c(=O)oc12
  0 | 51 | 5% | 2% | 0% | -20 | -12%
Cn1c(=O)c2cc(S(=O)(=O)NCCC(=O)NCC3CCCO3)ccc2n(C)c1=O (stereo not drawn)
  -1 | -11 | -15% | 0% | 1% | 52 | 2%
Cc1cc(C)n2nc3nc(N4CCCCC4)nc(-c4ccco4)c3c2n1
  1 | -5 | 25% | ? | ? | nt | 6%
CCC(C)(C)n1nnnc1C(c1cc2ccc(OC)cc2[nH]c1=O)N1CCCCC1 (stereo not drawn)
  -6 | -7 | 32% | -13% | 7% | -4 | 0%
COc1ccc(Cc2nc3ccc(C(=O)N4CCN(C)C(C)C4)cc3o2)cc1OC (stereo not drawn)
  11* | 9 | 45% | -1% | -9% | -64* | 1%
CC(C)CCOc1ccc(N)cc1
  12* | 24* | nt | nt | -27% | nt | nt
O=[N+]([O-])c1cc(C(F)(F)F)ccc1NCCOc1ccccc1
  48* | 31* | -27% | -40% | -1% | 22 | ?
Cc1ccc(-c2nnc(NC3CCCC3)s2)cc1
  54* | 53* | -32% | -4% | -9% | 25 | ?
Cc1ccc(S(=O)(=O)CC(=O)NCc2ccc(Cl)cc2)cc1
  nt | nt | -14% | -10%[11.6 µM] | nt | -21 | -15%
CC1(C)NC(=O)N(CC(O)CN2C(=O)NC(C)(C)C2=O)C1=O
  -2 | 16 | 25% | 17% | 6% | 17 | -11%
O=C(O)c1cc(-c2ccc3c(c2)OCCO3)n[nH]1
  -2 | -13 | -21% | 16% | -4% | -13 | 5%
CCN(CC)C(=S)SSC(=S)N(CC)CC
  -5 | -7 | ? | 54%[activator] | 18µM*! | -15 | ?
COc1ccccc1CNC(=O)CC1Sc2ccccc2NC1=O (stereo not drawn)
  -3 | 16 | 1% | 0% | -3% | -23 | -3%
O=C(NNC(=O)C1CCC1)c1ccc(Cl)cc1
  -1 | -5 | -12% | 36%[activator] | nt | 30 | 5%
Cc1cc(C)nc(N2CCN(c3ccc(F)cc3)CC2)n1
  2 | 2 | -6% | -13% | -11% | -24 | ?
CCOC(=O)C1=C(C)N(C)C(=S)N(C)C1c1ccc(OC)cc1 (stereo not drawn)
  -4 | -11 | -8% | 2% | 4% | 30 | -2%
